Screens deposited in PubChem BioAssay by several laboratories.
HTR1E agonist: 5-HT1E (human) receptor agonism; AID 574; hit rate 0.69% among 65,000; CHO 5-HT1E Ga15 NFAT-bla reporter, FRET; 0% DMSO wells, 100% control agonist wells; P28566; activation, % at 6 µM;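 active means activation above a set limit, the screen-wide mean activation plus 3 SD, cut at about 8.5% in these data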;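 further: 100% = positive control agonist at 1 µM giving full maximal response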
Target sequence (P28566 whole entry, looked up): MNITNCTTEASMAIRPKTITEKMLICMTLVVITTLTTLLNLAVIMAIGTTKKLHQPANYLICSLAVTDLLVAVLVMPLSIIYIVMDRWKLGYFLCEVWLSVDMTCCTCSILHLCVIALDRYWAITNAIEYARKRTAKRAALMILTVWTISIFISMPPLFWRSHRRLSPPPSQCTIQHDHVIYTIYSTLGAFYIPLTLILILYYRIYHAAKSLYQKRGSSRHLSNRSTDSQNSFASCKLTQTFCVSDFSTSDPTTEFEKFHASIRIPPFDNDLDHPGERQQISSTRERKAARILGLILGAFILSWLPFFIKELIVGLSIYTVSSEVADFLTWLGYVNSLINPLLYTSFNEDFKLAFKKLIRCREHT
HEK293 NFkB inh: lowers PMA/ionomycin-induced NF-kB signal in HEK293 cells; HEK-293 NF-kB luciferase reporter, luminescence; inhibition, % at 3 µM; hit rate 0.21% among 62,000;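 active means inhibition above the mean of all tested compounds plus 3 SD, cut at about 40% in these data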;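 further: 0% = stimulated DMSO wells and 100% = 10 µM reference inhibitor 5653914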
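Timing: 1 h pretreatment, 16 h stimulation, 37 °C; system: HEK-293 cells with stable firefly luciferase reporter driven by four HIV NF-kB elements; doses: 3 µM once, 0.30% DMSO; measured by: luciferase luminescence; control set: DMSO and 10 µM reference inhibitor; repeats: single test; reagent: PMA plus ionomycin mix as NF-kB-activating stimulus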
S1P1 ag-PAM: S1P1 (human) agonism or agonism potentiation | P21453 | S1P1 CRE-bla cells, forskolin, beta-lactamase FRET, potentiator mode; S1P1 agonist co-added at EC20, 2 nM; 100% = saturating reference agonist, 0% = basal | activation, % at 9.5 µM | hit rate 0.57% among 56,000 | AID 449;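 active means activation above a cutoff set at the mean activation of all tested compounds plus 3 SD, cut at about 54% in these data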;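 further: forskolin at 4 µM as EC80 and the EC20 agonist is SEW2871; 100% = SEW2871 at its EC100 plus forskolin at EC80; some compounds past the cut are filed as inactive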
M1 antagonist: antagonists of rat M1 muscarinic receptor; P08482; CHO-M1 cells, Fluo-4 calcium, ACh EC80 antagonist mode; active compounds read low; B-score at 10 µM; hit rate 3.4% among 64,000; AID 628;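 active means calcium fluorescence response, raw or row-and-column corrected B-score, differing from the plate sample mean either way at a set confidence level, mostly lower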
Target sequence (P08482 whole entry, looked up): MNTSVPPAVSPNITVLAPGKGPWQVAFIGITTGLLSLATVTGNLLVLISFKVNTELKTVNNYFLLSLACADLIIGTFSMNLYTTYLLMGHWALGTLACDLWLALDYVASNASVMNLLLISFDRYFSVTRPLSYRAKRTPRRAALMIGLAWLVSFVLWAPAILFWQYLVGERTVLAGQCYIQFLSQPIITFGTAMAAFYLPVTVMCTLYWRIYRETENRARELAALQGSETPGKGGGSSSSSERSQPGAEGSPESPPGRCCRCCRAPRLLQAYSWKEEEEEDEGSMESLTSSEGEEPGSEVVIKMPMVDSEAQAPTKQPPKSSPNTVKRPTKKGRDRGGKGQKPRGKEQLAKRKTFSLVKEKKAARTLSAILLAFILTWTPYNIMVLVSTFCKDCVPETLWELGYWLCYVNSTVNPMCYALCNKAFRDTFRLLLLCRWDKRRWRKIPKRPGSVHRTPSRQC
S1P3 ag: activates the human S1P3 receptor | S1P3 NFAT-BLA reporter cells, agonism, FRET ratio; relative to 1 µM S1P, basal subtracted | activation, % at 4.5 µM | hit rate 0.1% among 60,000 | AID 373;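 active means activation above the screen-wide mean plus 3 SD, cut at about 4.5% in these data, passing the limit was not always enough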; further: some compounds called inactive have numbers as strong as hits
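Material: Human S1P3 NFAT-BLA reporter CHO cells | Incubation: Overnight plating, 4 h compound 37 °C, 2 h substrate RT | Signal: FRET β-lactamase substrate fluorescence, excitation 405 nm, 460/535 nm emission ratio, background-subtracted | Compound: 4.5 µM final, single dose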
Her2 expr inh: Her2 kinase expression inhibition; P04626; SKBR-3 HER2 protein level, AlphaScreen, 18-24 h; active compounds read low; HER2 level % of control, % at 10 µM; hit rate 0.69% among 65,000; AID 645;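 active means HER2 level under 5% of the carrier-only control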;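 further: 100% = DMSO carrier and 0% = 500 nM PU-H71 HSP90 inhibitor; lower value means stronger loss of Her2 protein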
HTR1E antagonist: blocks the human 5-HT1E serotonin receptor; P28566; CHO 5-HT1E Ga15 NFAT-bla reporter, FRET, antagonist; inhibition, % at 6 µM; hit rate 0.99% among 65,000; AID 571;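 active means inhibition above a set limit, the mean inhibition across every tested compound plus 3 SD, cut at about 29% in these data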;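 further: signal is the 460 over 535 nm emission ratio of beta-lactamase substrate; 0% = agonist plus DMSO wells and 100% = wells without agonist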
M1 ag: agonists of M1 muscarinic receptor. B-score at 10 µM. CHO-M1 cells, Fluo-4 calcium fluorescence, agonist mode; active compounds read high. hit rate 3% among 64,000;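 active means fluorescence rise, raw or as B-score row- and column-corrected plate score, outside the 99.7% band of its plate's samples, either direction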
Jurkat tox 60K: cytotoxicity toward Jurkat cells | Jurkat E6.1 viability, ATP luminescence, 48 h | inhibition, % at 4 µM | hit rate 1.2% among 56,000 | AID 463;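 active means inhibition above the mean inhibition of all tested compounds plus 3 SD, cut at about 28% in these data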
* hit, by the source's call; . = no result given. No enrichment for hits. About 9.2% of those tested had a hit in this group.

molecule | HTR1E agonist | HEK293 NFkB inh | S1P1 ag-PAM | M1 antagonist | S1P3 ag | Her2 expr inh | HTR1E antagonist | M1 ag | Jurkat tox 60K
COc1ccc(N2CCN(CCNC(=O)c3ccc(NC(=O)C4CCCO4)cc3)CC2)cc1 (centres undefined) | -0.2 | 6.5 | . | -0.0134 | . | 90.7 | -5.6 | -2.79* | .
CCc1ccc(C2CC(c3ccc(F)cc3)Nc3nc(N)nn32)cc1 (centres undefined) | 0.7 | 2.6 | -18.6 | -0.0167 | -0.2 | 92.1 | -9.8 | -0.557 | 7.6
COc1ccc(CNc2ccc(C(=O)O)cc2)cc1 | -1.1 | -0.1 | -3.5 | -0.0293 | -0.1 | -30.2* | -8.1 | 0.628 | 5.4
c1ccc2c(c1)OCC(c1nnc3n1-c1ccccc1SC3)O2 (centres undefined) | -0.5 | -3.6 | 13.0 | -0.0186 | 38.0 | 95.2 | 0.4 | -0.639 | 2.0
O=C(NCCCN1CCOCC1)c1ccc(Br)cc1 | 0.9 | 4.4 | -11.2 | 0.021 | -0.4 | 127.4 | -10.1 | -0.321 | -2.7
O=C(Cn1c(=O)oc2cc(S(=O)(=O)N3CCOCC3)ccc21)N1CCc2ccccc2C1 | -0.7 | 8.7 | -12.2 | -0.00881 | -0.2 | 73.1 | 2.4 | -0.0833 | -3.7
CCOC(=O)N1CCN(C(=O)CC(=O)Nc2ccc3nc4n(c(=O)c3c2)CCCCC4)CC1 | -0.6 | 11.3 | -2.9 | -1.06 | -1.2 | 86.9 | -4.7 | -0.487 | 1.1
COCCn1c(SCc2nc3sc(C(=O)OC)c(C)c3c(=O)[nH]2)nc2ccccc21 | -0.3 | 5.1 | -15.0 | 0.749 | -1.3 | 90.7 | -6.1 | -1.06 | 3.0
Cc1cc(NC(=O)COC(=O)c2ccc(S(=O)(=O)N3CCCc4ccccc43)cc2)no1 | -0.9 | 28.7 | -7.2 | -0.278 | -0.7 | 65.8 | 31.6* | -0.939 | 64.5*
O=C(c1cc(S(=O)(=O)N2CCOCC2)ccc1F)N1CCN(Cc2ccccc2)CC1 | -0.3 | 9.3 | 12.4 | 0.334 | 0.1 | 95.7 | -6.4 | 0.399 | 1.8

Only S1P3 ag and Her2 expr inh (3 entries from above):
smiles	S1P3 ag	Her2 expr inh
O=C(NCCCN1CCOCC1)c1ccc(Br)cc1	-0.4	127.4
O=C(Cn1c(=O)oc2cc(S(=O)(=O)N3CCOCC3)ccc21)N1CCc2ccccc2C1	-0.2	73.1
CCOC(=O)N1CCN(C(=O)CC(=O)Nc2ccc3nc4n(c(=O)c3c2)CCCCC4)CC1	-1.2	86.9

Later entries
molecule | HTR1E agonist | HEK293 NFkB inh | S1P1 ag-PAM | M1 antagonist | S1P3 ag | Her2 expr inh | HTR1E antagonist | M1 ag | Jurkat tox 60K
CCc1ccccc1NC(=O)CCc1nc(-c2ccc(C)cc2)no1 | -1.1 | 7.1 | -9.9 | 0.155 | -0.7 | 91.6 | 3.8 | 0.627 | -1.7
Cc1c(C(=O)O)oc2c1C(O)CCC2 (centres undefined) | -0.5 | 14.2 | 9.4 | 0.0442 | -0.7 | 109.9 | -11.2 | -0.757 | -4.9
Oc1ccccc1C(=S)N1CCCCCC1 | 0.3 | 7.6 | 1.7 | 0.184 | -0.5 | 92.4 | 3.8 | -0.632 | -11.1
CCOCCCNS(=O)(=O)c1ccc2c(c1)CCN2C(C)=O | 0.5 | 20.3 | . | 0.0568 | . | 60.7 | -2.9 | -1.44 | .
C=CCn1c(-c2cccs2)nc2nc3ccccc3nc21 | 1.6 | -7.8 | -22.8 | 0.0288 | 0.1 | 74.0 | 12.5 | -0.641 | 5.7
O=C(Nc1ccncc1)Nc1ccccn1 | 1.1 | 17.5 | . | -0.342 | . | 49.4 | -12.3 | 0.0218 | .
CC(C)CCNC(=O)C(C)N(C(=O)Cn1nnc(-c2ccc(F)cc2)n1)C1CCCC1 (centres undefined) | 0.4 | 8.8 | -3.8 | -0.00575 | 1.2 | 97.7 | 0.3 | -0.471 | -4.3
CC1CC(C)CN(CCCNC(=O)c2cn(C)c3ccc(S(=O)(=O)N4CCCC4)cc3c2=O)C1 (centres undefined) | 0.2 | 9.1 | -6.9 | -1.26 | -0.9 | 85.6 | -4.0 | -0.0171 | 0.8
O=C(Cn1c2c(c(-c3ccccc3)cc1=O)CCCC2)N1CCCCCC1 | 1.1 | 13.5 | 21.8 | -1.29 | -0.1 | 59.8 | 2.0 | -0.62 | 4.2
COC(=O)CSc1nc2c(c(=O)n(C)c(=O)n2C)n1CCCc1ccccc1 | 0.0 | 23.0 | -2.3 | -0.627 | -0.7 | 100.4 | -0.8 | -0.298 | -6.8
COC(=O)c1[nH]c2ccccc2c1NC(=O)CN1CCN(C(=O)c2ccco2)CC1 | 0.1 | 16.4 | 0.1 | 0.343 | -2.0 | 85.8 | -2.0 | -1.62 | 0.3
COc1ccc(CCn2nnnc2C(CC(C)C)N2CCN(c3ncccn3)CC2)cc1OC (centres undefined) | 0.3 | 6.8 | -3.2 | 0.349 | -0.7 | 90.5 | 7.5 | -0.763 | 0.3
Cc1nc2sc(C(c3ccccc3)N3CCOCC3)c(O)n2n1 (centres undefined) | 0.2 | 14.5 | -5.7 | -0.0338 | 0.5 | 85.0 | -12.5 | 0.376 | 0.0
CCOCCOC(=O)C1=C(C)Nc2ccc(C)cc2S1 | -0.9 | 7.0 | -1.0 | 0.114 | 0.2 | 85.2 | -3.8 | -0.684 | -1.2
O=C(O)c1cc(-c2ccccc2Cl)n[nH]1 | 0.5 | 16.7 | . | 0.432 | . | 90.4 | 3.6 | 0.788 | .
O=C(O)CCCC(=O)Nc1ccc(N2CCCC2)cc1 | -0.6 | 9.1 | 1.8 | 0.625 | -0.3 | 109.2 | 2.3 | -0.384 | -1.8
CC1(C)CC(=O)C(C=NCC(O)c2ccccc2)=C(O)C1 (centres undefined) | -0.1 | . | -3.3 | -0.0635 | -1.3 | 98.7 | -12.0 | -0.484 | .
CN(C)/C=N/c1c(C#N)cnn1-c1nc2ccccc2s1 | 0.5 | 5.5 | . | 0.948 | . | 100.5 | -10.2 | 0.645 | .
Cn1c(=O)c2[nH]cnc2n(-c2ccccc2)c1=O | -0.2 | 15.0 | -14.9 | 0.621 | -1.0 | 84.0 | 11.5 | 1.17 | -0.1
O=C(Cn1nc(-c2ccccc2)c2ccccc2c1=O)NCCN1CCOCC1 | 0.1 | 6.4 | 0.8 | 1.4 | -1.0 | 82.4 | -3.8 | 0.0172 | -7.3
CCc1cccc(NC(=O)c2ccc(NS(=O)(=O)c3c(C)noc3C)cc2)c1 | -0.6 | 9.0 | 19.1 | 0.0166 | -0.5 | 97.7 | -0.1 | -1.16 | -3.2
O=C(Cc1cccs1)NCc1ccc(F)cc1 | 0.6 | 15.8 | -49.9 | 0.211 | -0.5 | 98.7 | -3.5 | -0.461 | -1.8
COC(=O)c1cccc(S(=O)(=O)N2CCC(n3nnc4cc(F)ccc43)CC2)c1 | -0.6 | 16.2 | 2.3 | -0.356 | -0.3 | 89.2 | 8.8 | -0.0431 | 9.3
COc1cccc(-n2c(=O)[nH]cc(C(=O)Nc3ccc(NC(C)=O)cc3)c2=O)c1 | 0.3 | 2.0 | -2.0 | -1.18 | -0.2 | 54.0 | -2.0 | -0.544 | 0.8
O=C(O)c1ccc2c(c1)C(=O)N(C(Cc1ccc(O)cc1)C(=O)O)C2=O (centres undefined) | -1.1 | 13.7 | -9.5 | -0.64 | -1.0 | 107.1 | 7.6 | 0.0758 | 7.2
Cc1cc(NC(=O)Cn2cnc3c2c(=O)n(C)c(=O)n3C)n(-c2ccccc2)n1 | -0.8 | 4.6 | -2.2 | 1.09 | 0.3 | 109.8 | -3.4 | -0.31 | -5.6
O=C(Nc1ccc(NC(=O)C23CC4CC(CC(C4)C2)C3)cn1)c1ccco1 | -0.2 | -59.2 | 2.6 | -1.67 | -1.6 | 83.4 | -2.3 | 0.283 | 0.4
CCn1c(-c2ccc(OC)c(OC)c2)n[nH]c1=S | -0.4 | 14.7 | 5.4 | -2.07 | -1.1 | 107.5 | -3.0 | 1.4 | 0.3
Brc1ccc(Oc2nnnn2-c2ccccc2)cc1 | 1.1 | 14.4 | 0.3 | -0.146 | -0.8 | 91.6 | 7.1 | 0.58 | 5.1
COc1cc(CC(=O)OCC(=O)Nc2ncc(Cl)cc2Cl)cc(OC)c1OC | -0.1 | 1.8 | 7.8 | 0.347 | -0.7 | 99.8 | 0.9 | -0.146 | -1.3
O=C(CC1Oc2ccccc2NC1=O)NCCCN1CCOCC1 (centres undefined) | 0.0 | 8.7 | -16.8 | -0.301 | 0.9 | 99.7 | 4.6 | 0.358 | -4.4
Cc1ccc(-c2nnc(N(C)C(=O)c3ccncc3)s2)cn1 | 0.7 | 0.8 | -1.1 | -0.741 | -0.3 | 82.7 | -11.8 | 0.0782 | 7.4
CCCOC(=O)CCCCC1SCC(NC(=O)OC)C1NC(=O)OC (centres undefined) | -0.1 | 20.2 | -8.6 | -0.00368 | -0.6 | 108.5 | 14.2 | -0.0172 | 2.1
COc1ccc(OC)c(CNC(=O)CCNC(=O)Cn2ccc3ccccc3c2=O)c1 | 0.8 | 10.9 | -4.2 | 0.125 | -0.4 | 82.5 | -6.7 | 0.596 | -7.0
O=C(Nc1nc2c(Cl)ccc(Cl)c2s1)c1ccco1 | 1.0 | -1.0 | -3.4 | -0.792 | 0.2 | 13.8 | -26.4 | -0.0767 | -4.6
Cc1c(NC(=O)CSc2ccccc2C(=O)Nc2cccnc2)c(=O)n(-c2ccccc2)n1C | -0.3 | 16.2 | -33.4 | -0.0829 | 0.4 | 102.6 | -10.2 | 0.34 | -9.8
CCOC(=O)N1CCN(C(=O)CCn2c(=S)[nH]c3cc(OCC)c(OCC)cc3c2=O)CC1 | -0.3 | 11.5 | . | 0.365 | . | 106.8 | 10.4 | 0.948 | .
O=C(CCS(=O)(=O)Cc1ccccc1F)NCCCN1CCCCC1 | -1.2 | 7.0 | -2.3 | 0.396 | -0.4 | 69.2 | 0.5 | 0.275 | -2.6
CCCCOC(=O)Nc1nnc(CCOCC)s1 | 0.2 | 6.3 | 0.4 | 0.593 | -0.5 | 70.3 | 2.5 | 0.0739 | 1.3
O=C(COc1ncnc2ccc(Br)cc12)N1CCOCC1 | 0.6 | 2.1 | -6.0 | -0.144 | 0.5 | 108.8 | 4.6 | -0.533 | 1.7
CC(C)C(=O)Nc1ccc(N2CCN(S(C)(=O)=O)CC2)cc1 | 0.0 | 11.2 | -8.2 | 1.05 | -0.3 | 85.9 | -6.3 | -0.165 | -6.3
